GPR151 activ: activates the human receptor GPR151; Q8TDV0; PathHunter beta-arrestin GPR151 cells, luminescence; activation, % at 11.2 µM; hit rate 1% among 650,000; in the data active = activation above about 4.9%;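 note: 0% = median of compound wells and 100% = cells with positive control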
Target sequence (Q8TDV0 whole entry, looked up): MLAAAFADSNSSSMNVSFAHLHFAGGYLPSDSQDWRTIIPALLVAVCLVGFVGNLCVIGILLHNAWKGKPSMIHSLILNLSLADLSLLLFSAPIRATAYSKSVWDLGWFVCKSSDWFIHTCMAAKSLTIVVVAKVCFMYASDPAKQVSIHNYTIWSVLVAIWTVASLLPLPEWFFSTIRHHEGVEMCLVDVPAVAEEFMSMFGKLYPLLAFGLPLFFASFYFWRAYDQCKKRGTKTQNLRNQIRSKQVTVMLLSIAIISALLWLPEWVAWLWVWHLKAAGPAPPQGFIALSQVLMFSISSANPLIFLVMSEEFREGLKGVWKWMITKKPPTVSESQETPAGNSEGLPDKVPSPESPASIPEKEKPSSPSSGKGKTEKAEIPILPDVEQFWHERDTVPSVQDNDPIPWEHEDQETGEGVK
MITF primary: blocks human microphthalmia-associated transcription factor; hit rate 0.91% among 650,000; inhibition, % at 2.6 µM; O75030; AlphaScreen MITF homodimerization, bead proximity signal; in the data active = inhibition above about 50%;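 note: 0% = vehicle wells with protein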
Target sequence (O75030 whole entry, looked up): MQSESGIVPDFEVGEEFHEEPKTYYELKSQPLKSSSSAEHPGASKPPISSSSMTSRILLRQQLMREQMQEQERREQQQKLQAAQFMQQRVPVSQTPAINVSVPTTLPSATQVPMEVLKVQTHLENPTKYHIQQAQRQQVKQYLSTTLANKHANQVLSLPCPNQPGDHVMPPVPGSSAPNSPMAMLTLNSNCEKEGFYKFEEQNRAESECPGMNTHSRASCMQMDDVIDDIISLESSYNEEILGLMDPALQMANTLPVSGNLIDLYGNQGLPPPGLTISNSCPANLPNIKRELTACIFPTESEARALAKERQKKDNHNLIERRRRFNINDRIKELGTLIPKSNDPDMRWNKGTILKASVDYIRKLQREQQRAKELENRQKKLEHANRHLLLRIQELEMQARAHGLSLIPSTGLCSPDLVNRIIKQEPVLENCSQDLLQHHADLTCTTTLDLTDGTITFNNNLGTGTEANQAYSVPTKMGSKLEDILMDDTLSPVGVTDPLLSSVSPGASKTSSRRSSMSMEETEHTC
TEAD-YAP block: TEAD-YAP interaction inhibition; HEK-TIYL cells, TEAD-Gal4/YAP UAS-luciferase luminescence; inhibition, % at 9.12 µM; hit rate 1.4% among 640,000; in the data active = inhibition above about 32%;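 note: 0% = median of test compound wells and 100% = reference inhibitor wells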
FBW7 activator: activators of human E3 ligase FBW7; AlphaScreen FBW7–phospho-cyclin E peptide binding, activator screen; normalized activity (activation), % at 26.1 µM; hit rate 0.13% among 650,000; Q969H0; in the data active = normalized activity above about 1.9%;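 note: purified mutant Fbw7 with reduced substrate affinity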
* hit, by the source's call.

SMILES,GPR151 activ,FBW7 activator,TEAD-YAP block,MITF primary
Cc1ccccc1NC(=O)Cn1c(NCC(C)O)nc2ccccc21 (centres undefined),-0.3,-0.2,-12,-6
O=C(c1cccs1)N1CCN=C1SCc1ccc([N+](=O)[O-])cc1,-0.9,-0.1,8,15
O=C(Cc1ccccc1)NCC1CCC2(CCN(C(=O)c3ccoc3)CC2)O1 (centres undefined),-0.3,0.0,1,2
CCOC(=O)C1(Cc2ccc(Cl)cc2)CCN(C(=O)Cc2nonc2C)CC1,-1.2,0.1,-6,1
O=C(CCCC(=O)Nc1ccc(Br)cc1)Nc1ccc(Br)cc1,1.5,0.1,3,9
O=C(COC(=O)C12CC3CC(CC(C3)C1)C2)Nc1nccs1,2.1,0.1,2,7
CCCN1CCC(NC(=O)CCc2nnc(CCCc3ccccc3)o2)CC1,1.6,0.1,-22,16
O=C(O)C1=C(C(=O)NCc2cccnc2)CCCC1,-0.4,0.0,-5,4
CCCC(=O)Nc1cccc(NC(=S)NC(=O)/C=C/c2ccco2)c1,0.3,0.1,8,9
O=C(CCC1(Cc2ccc(F)cc2)CCC(=O)N1)NCc1cnn(Cc2ccccc2)c1 (centres undefined),1.6,-0.1,4,1
O=C(Nc1ccc2scnc2c1)c1cc2ccccc2o1,-2.7,-0.1,-12,1
CC1(C)Cc2c(C#N)c(SC(C(=O)O)c3ccccc3)nc(N3CCOCC3)c2CO1 (centres undefined),-0.4,0.0,-3,7
Cc1ccc(-c2csc(NC(=O)CSc3nnc(-c4ccco4)n3C)n2)cc1,0.3,-0.1,-8,-1
CCc1cc(N2CC(C)OC(C)C2)n2nc3nc(C)cc(C)c3c2n1 (centres undefined),-0.5,0.0,-2,-19
CCOCCOC(=O)C1=C(C)NC(=O)NC1c1ccc(OCC)cc1 (centres undefined),0.6,0.2,0,5
COc1ccc(/C(C)=N\OCO/N=C(\C)c2ccc(OC)cc2F)c(F)c1,-2.1,0.5,2,22
O=C1CC(Sc2ccc(Br)cc2)C(=O)N1c1ccccc1 (centres undefined),-0.5,0.1,1,-13
CCOc1cc(C2N(C(C)=O)CC3c4ccccc4CCN32)ccc1OC (centres undefined),-1.2,-0.1,-1,11
CC(C)c1nc(SCc2cccc([N+](=O)[O-])c2)c2c(=O)n(C)c(=O)n(C)c2n1,0.6,0.3,9,10
CCOc1ccc2nc(N3CCCC(NCCc4cscn4)CC3)nc(C)c2c1 (centres undefined),-0.1,0.6,18,-8
COc1ccc2[nH]c3c(=O)n(/N=C/c4ccccc4)cnc3c2c1,-0.4,-0.1,5,-11
Cc1cc(C(=O)COC(=O)c2ccc[n+]([O-])c2)c(C)n1-c1ccc(Br)cc1,0.2,-0.1,4,9
COc1ccc(-c2cn3nc(CNc4ccc(OC)cc4OC)n4c3c2CCCC4)cc1,-1.0,0.1,8,34
COc1ccc(C(C)=C(C#N)C#N)c(OC)c1,0.4,0.0,-11,0
CC1CCCCC1NC(=O)CSc1nc2ccccc2c(=O)[nH]1 (centres undefined),2.5,-0.1,9,-5
CNC(=S)N/N=C(\C)c1ccc(O)cc1O,1.6,-0.2,1,15
COc1ccccc1NC(=O)C1=C(C)Nc2ncnn2C1c1ccc(C(C)C)cc1 (centres undefined),0.7,-0.2,29,-1
Cn1c(=O)c2c3c(sc2n2c(=S)[nH]nc12)CC(C(C)(C)C)CC3 (centres undefined),2.1,0.2,7,8
COc1ccccc1C1C(C#N)=C(SCC(N)=O)NC(C)=C1C(=O)Nc1ccccc1 (centres undefined),1.7,0.0,1,-10
CCCn1c(=S)[nH]c2cc(C(=O)N3CCN(c4ccccc4)CC3)ccc2c1=O,-1.7,-0.1,-12,-2
Cc1cc(Cc2ccc(C(=O)O)o2)c(O)c([N+](=O)[O-])c1,0.1,-0.1,-11,2
COc1cc(C=O)cc(Cl)c1OCc1cccc([N+](=O)[O-])c1,0.1,0.0,-6,-2
CCOc1ccccc1NC(=O)C(=O)N/N=C/c1ccc([N+](=O)[O-])cc1,-1.8,-0.1,-4,-28
N#CC1=C(N)Oc2c(sc3ccccc23)C1c1cccc([N+](=O)[O-])c1 (centres undefined),1.3,-0.1,53*,6
COc1ccc(NC(=O)CSc2nc3ccccc3nc2Cc2ccc(F)cc2)c(OC)c1,-0.2,0.0,1,-7
Oc1ccc(Cl)cc1CNn1cnnc1,-0.1,0.4,5,6
O=C(Nc1ccc2oc(-c3cccc4ccccc34)nc2c1)c1ccc(Cl)cc1,0.3,1.1,-2,14
CCCCN1C(=O)c2c(OC)cc([N+](=O)[O-])cc2Oc2ccccc21,0.1,-0.1,-4,1
Cc1[nH]c2ccc(Cl)cc2c(=O)c1CN1CCCC(C)C1 (centres undefined),-2.1,0.0,2,-3
O=S(=O)(NC1CC1)c1ccc(S(=O)(=O)N2CCN(C3CCCC3)CC2)cc1,-0.4,0.0,-4,9
O=C(Cc1csc(Nc2ccc(Cl)cc2)n1)NCc1ccccc1,2.3,0.0,-3,2
CCOC(=O)c1ccc(NC(=O)NNC(=O)Cc2c(Cl)cccc2Cl)cc1,1.0,-0.1,-13,11
NC(=O)CN1CCN(S(=O)(=O)c2ccc(C(F)(F)F)cc2)CC1,-1.0,1.1,4,17
FC(F)Oc1ccc(C2CC(c3ccco3)=Nc3ccccc3S2)cc1 (centres undefined),-1.2,-0.9,-8,1
Cc1nnc(-c2cn(CC(=O)N3CCCc4ccccc43)c3ccccc23)o1,0.2,0.2,0,10
CCOC(=O)N1CCN(C(=O)c2ccc(Cl)c([N+](=O)[O-])c2)CC1,-0.1,-0.2,9,-4
CC(OC(=O)CCc1cc(C(C)(C)C)c(O)c(C(C)(C)C)c1)C(=O)NC(N)=O (centres undefined),-2.3,0.1,-4,0
Cc1cc([N+](=O)[O-])nn1CC(=O)Nn1c(-c2ccccc2F)nc2ccccc2c1=O,-0.4,-0.1,1,0
Oc1c(C=NCc2ccccc2)[nH]c2ccccc12,-1.9,-0.1,-19,2
CC(C)CC1(C)NC(=O)N(c2ccccc2)N1 (centres undefined),-1.8,0.9,-3,18
CCOc1ccc(NC(=O)c2sc(=S)n(-c3ccc(OCC)cc3)c2N)cc1,-1.5,0.1,0,8
CC(C)C(=O)NC(=S)Nc1ccc(F)cc1,-0.8,0.1,-2,16
CCCCNC(=O)c1ccc(NS(C)(=O)=O)cc1,0.7,0.0,0,-8
Cn1ccnc1C1(O)CCN(CC(=O)N2CCC(Cc3ccccc3)CC2)CC1,-1.0,0.0,17,3
Cc1oc2c(c1C(=O)Nc1ccc(I)cc1)CCCC2,0.5,-0.1,-3,-1
COc1ccc(N2C(=O)CC(SCCC(=O)Nc3ccc(C)c(Cl)c3)C2=O)cc1 (centres undefined),-1.2,0.1,4,8
Cc1ccc(-n2nc3c(c2NC(=O)c2cccc(C(F)(F)F)c2)CS(=O)C3)cc1 (centres undefined),-0.4,-0.1,5,-2
COc1cccc(NC(=O)CSc2nc3nc(C)c(Cc4ccccc4Cl)c(C)n3n2)c1,-1.0,-0.1,-12,-11
CCCCOC(=O)c1ccc(NS(=O)(=O)c2ccc(C)cc2)cc1,0.7,0.1,-18,0
C=CCN(CC=C)S(=O)(=O)c1ccc(C(=O)Nc2sc3c(c2C(N)=O)CCN(C(C)C)C3)cc1,0.0,0.2,6,16

(next part)
SMILES,GPR151 activ,FBW7 activator,TEAD-YAP block,MITF primary
COCCn1nnnc1C(c1ccccc1)N1CCN(C)CC1 (centres undefined),0.2,0.0,-1,7
C=CCOC(=O)C1=C(C)OC(N)=C(C#N)C1c1ccc2c(c1)OCO2 (centres undefined),2.0,-0.1,-1,19
OCCC1CN(Cc2cc(Cl)ccc2O)CCN1Cc1ccsc1 (centres undefined),-1.6,-0.1,3,-2
CC(C)(C)c1ccc(OCCCC(=O)Nc2ccc(S(C)(=O)=O)cc2)cc1,0.3,0.1,-1,-4
CCn1ncc(CN2CCN(Cc3ccccc3C)C(CCO)C2)c1C (centres undefined),0.2,0.2,10,8
COc1cc(NC(=O)COC(=O)CNC(=O)C2CCCCC2)c(C)cc1[N+](=O)[O-],0.6,0.0,12,13
CC(=O)Nc1ccc(Nc2nc(N3CCN(Cc4ccc5c(c4)OCO5)CC3)nc3c2ncn3CCN2CCCC2=O)cc1,-1.0,0.1,6,9
COC(=O)CN1C(=O)C2(C(C#N)=C(N)Oc3c2c(C)nn3-c2cccc(Cl)c2)c2ccccc21 (centres undefined),1.4,-0.1,4,2
CC(C)CC(OC(=O)CN1C(=O)COc2ccccc21)C(=O)NC1CCCCC1 (centres undefined),0.0,0.1,6,1
C=CCc1ccc(OCC(O)CN2CCCCC2)c(OC)c1 (centres undefined),-0.4,0.2,6,-16
COc1cc(/C=C2/C(=N)N3N=C(C(C)C)SC3=NC2=O)ccc1OCCSc1ccc(C)cc1,-1.6,0.3,10,4
NN(CCc1ccncc1)C1=NS(=O)(=O)c2ccccc21,0.9,0.3,0,1
Cc1csc(NC(=O)CSc2nnc(-c3ccc([N+](=O)[O-])cc3)o2)n1,0.2,-0.2,-26,2
COc1ccc(Cl)cc1NC(=O)Cn1nc([N+](=O)[O-])cc1C,-1.0,-0.1,-4,-7
Cc1cc(C(=O)NCc2nnc3n2CCN(Cc2ccccc2)CC3)c(C)o1,1.9,-0.1,2,5
O=C(Nc1ccc2oc(-c3ccccc3Br)nc2c1)c1cc(Br)ccc1Cl,3.8,0.1,7,1
COc1cc([N+](=O)[O-])cc2c1NC(c1cccc([N+](=O)[O-])c1)C1CC=CC21 (centres undefined),-1.4,-0.1,-2,0
COC(=O)c1cc(=O)[nH]c2c(Br)cc(C)cc12,0.6,0.0,13,3
CCCn1c(=N)c(C(=O)NCC)cc2c(=O)n3ccccc3nc21,0.3,0.0,-20,-2
CCN(CC)S(=O)(=O)c1ccc(C(=O)Nc2ccc(C34CC5CC(CC(c6ccccc6)(C5)C3)C4)cc2)cc1,1.0,0.0,2,-3
CCCCOC(=O)c1ccc(Nc2ccncc2C(=O)N(C)C)cc1,0.8,0.0,6,6
CC(C)CCNC(=O)C1CCCN(S(=O)(=O)c2ccc3c(c2)C(C)(C)C(=O)N3C)C1 (centres undefined),0.6,-0.1,-3,5
O=C(NCCN1CCOCC1)c1cccc(-n2cc(NS(=O)(=O)Cc3ccccc3)cn2)c1,-0.3,0.1,4,-9
CCOC(=O)c1c(C)n(C)c2ccc(OCC(O)CN3CCOCC3)cc12 (centres undefined),0.1,0.0,0,8
CCc1nnc(NC(=O)c2ccccc2I)s1,0.5,-2.0,-32,0
CC(=O)c1c(/C=C/N(C)C)nc2nonc2c1N=CN(C)C,0.2,-0.3,-3,7
N#Cc1ccc(C=Nc2cccc(S(=O)(=O)N3CCOCC3)c2)cc1,1.6,0.2,3,-14
CCC(=O)NC(c1ccco1)c1cc(Cl)c2cccnc2c1O (centres undefined),0.5,-0.2,37*,38
CC(=O)N(Cc1ccco1)Cc1cc2ccc(C)c(C)c2nc1Cl,-0.6,-0.1,6,-6
CCCCSc1nnc2c(n1)OC(c1cc(O)ccc1Br)Nc1ccccc1-2 (centres undefined),-0.6,0.1,4,12
CCCCNS(=O)(=O)c1ccc(NS(=O)(=O)c2ccc(Cl)cc2)cc1,4.2,0.6,10,13
O=C(CCc1n[nH]c(=O)[nH]c1=O)Nc1ccccc1,0.8,0.0,8,4
Cc1ccc(S(=O)(=O)NC(=O)Nc2nnc(Sc3cnccn3)s2)cc1,-0.7,0.0,-5,-3
CC(C)(C)c1cc(C(=O)CSc2nnnn2-c2ccccc2)cc(C(C)(C)C)c1O,-0.1,-0.1,-14,1
CCOC(=O)C1=C(C)NC2=C(C(=O)CC(c3ccc(Cl)cc3)C2)C1c1ccccc1Cl (centres undefined),-0.4,0.1,-7,-12
O=C(NC(=O)C(F)(F)F)C1=C(N2CCOCC2)/C(=C/c2ccccc2)CC1,0.6,0.0,-21,10
O=C1CN(C(=O)CSc2nncs2)c2ccccc2N1,-0.9,0.3,14,15
